HKDC1 inhibitor: HKDC1 (human) hexokinase inhibition. Q2TB90. inhibition, % at 20 µM. 340,000 tested, 0.16% active. AID 493160. recombinant HKDC1, G6PDH/diaphorase resazurin coupled fluorescence;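 active = inhibition above about 35% when tested at 20 µM, limit read from the data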;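 note: plate controls were DMSO wells with enzyme for no effect and DMSO wells lacking enzyme for full effect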
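Incubation: 90 min at room temperature in dark / Material: recombinant HKDC1 (HK5) hexokinase enzyme, produced in-house / Quantity: enzyme 5 µg/mL final / Compound: one dose of 20 µM, 1% DMSO / Reagent: glucose and ATP substrates / Buffer or medium: Tris pH 8.0 buffer with MgCl2, Tween-20, BSA, BME / Technique: resorufin fluorescence at 613 nm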
hIAP inh: human IAP inhibition; AID 2544; P09923; purified IAP, CDP-Star luminescence, 30 min; 330,000 tested, 0.12% active; inhibition, % at 10 µM;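 active = inhibition reaching a set limit with compound at 10 µM in the primary screen, cut at about 35% in these data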;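 note: plate controls were DMSO wells with enzyme for no effect and no-enzyme buffer wells for full effect; values of inactives mirror those of a sister screen read the other way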
hIAP activ: human IAP activation. purified human IAP, CDP-Star luminescence, 30 min; hits give high values; 1 = vehicle-only enzyme, 0 = enzyme-free background. AID 2524. activation factor at 10 µM. P09923. 330,000 tested, 0.16% active;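 active = activation factor of the enzyme at least 2-fold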; note: the source names both 10 and 20 µM as test concentration; values of inactives mirror those of a sister screen read the other way
APOBEC3A inh: human APOBEC3A DNA deaminase inhibition | recombinant A3A, FAM/TAMRA ssDNA deamination fluorescence | inhibition, % at 20 µM | 330,000 tested, 0.41% active;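 active = at least 40% inhibition at 20 µM here, with at most 30% in a related deaminase screen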;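 note: plate controls were A3A with DMSO for no effect and wells lacking A3A enzyme for full effect; some results filed as inactive read as strong as hits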
Target sequence (P31941 whole entry, looked up): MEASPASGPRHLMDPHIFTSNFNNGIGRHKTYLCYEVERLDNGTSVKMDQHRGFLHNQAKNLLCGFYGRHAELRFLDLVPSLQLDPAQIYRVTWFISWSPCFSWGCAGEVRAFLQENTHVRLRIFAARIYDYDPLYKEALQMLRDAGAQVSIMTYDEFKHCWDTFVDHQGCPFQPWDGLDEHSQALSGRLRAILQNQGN
mIAP act: mouse IAP activation. muIAP, CDP-Star luminescence, 30 min; hits give high values; 1 = vehicle-only enzyme signal, 0 = enzyme-free wells. activation factor at 10 µM. 330,000 tested, 0.24% active. AID 2805;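 active = activation factor of at least 2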; note: the source names both 10 and 20 µM as test concentration; values of inactives mirror those of a sister screen read the other way
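System: mouse IAP enzyme. Reagent: CDP-Star chemiluminescent phosphatase substrate. Benchmarks: DMSO wells, no-enzyme wells. Times: 30 min enzyme-substrate-compound incubation at room temperature. Detection: luminescence from enzymatic CDP-Star hydrolysis. Doses: test compounds delivered from DMSO solution.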
PfGluPho inh: PfG6PD (Plasmodium falciparum) enzyme inhibition. PfGluPho enzyme, NADPH resazurin-diaphorase fluorescence. 350,000 tested, 0.78% active. inhibition, % at 20 µM;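 active = inhibition reaching at least a set limit at 20 µM in the primary screen, cut at about 59% in these data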;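 note: 0% = DMSO wells with substrate and 100% = DMSO wells lacking glucose-6-phosphate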
mIAP block: blocks mouse intestinal alkaline phosphatase; purified mouse IAP, CDP-Star luminescence, 30 min; inhibition, % at 10 µM; 330,000 tested, 0.2% active; AID 2806;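 active = inhibition of at least 40% at 10 µM in the primary screen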;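 note: plate controls were DMSO with enzyme for no effect and no enzyme wells for full effect; values of inactives mirror those of a sister screen read the other way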
ATG4B inh: blocks human ATG4B protease cleavage of LC3 substrate. ATG4B cleavage of LC3-PLA2, NBD-HPC fluorescence, 1 h. 340,000 tested, 0.51% active. inhibition, % at 8.33 µM. Q9Y4P1; in the data active = inhibition above about 40%
Target sequence (Q9Y4P1 whole entry, looked up): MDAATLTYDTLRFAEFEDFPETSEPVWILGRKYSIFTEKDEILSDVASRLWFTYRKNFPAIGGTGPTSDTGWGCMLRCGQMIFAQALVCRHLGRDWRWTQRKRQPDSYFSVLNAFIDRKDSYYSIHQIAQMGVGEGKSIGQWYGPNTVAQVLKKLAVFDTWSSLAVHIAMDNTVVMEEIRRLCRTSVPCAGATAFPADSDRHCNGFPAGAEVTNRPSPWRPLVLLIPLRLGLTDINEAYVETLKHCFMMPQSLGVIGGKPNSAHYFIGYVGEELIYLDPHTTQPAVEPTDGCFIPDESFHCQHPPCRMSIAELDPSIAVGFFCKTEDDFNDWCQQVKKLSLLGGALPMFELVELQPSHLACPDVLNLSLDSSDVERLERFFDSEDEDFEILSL
* hit, by the source's call. No enrichment for hits; any-hit rate near 2.4%.

`Cn1c(=O)c2sccc2n2c(CCCC(=O)NCc3cccnc3)nnc12` gave HKDC1 inhibitor -0.9, hIAP inh -12.4, hIAP activ 1.12, APOBEC3A inh -0.3, mIAP act 0.957, PfGluPho inh 1.3, mIAP block 4.3 and ATG4B inh 7.1.
For CCCc1nc2oc(C(=O)OCC)c(N)c2c2c1COC(C)(C)C2 the results were HKDC1 inhibitor 10.3, hIAP inh 4.0, hIAP activ 0.96, APOBEC3A inh -3.2, mIAP act 0.928, PfGluPho inh 7.4, mIAP block 7.2 and ATG4B inh -4.2.
For Cn1cc(CNCCN2CCCCC2=O)c(-c2cccc(Cl)c2)n1 the results were HKDC1 inhibitor -13.5, hIAP inh -19.0, hIAP activ 1.19, APOBEC3A inh -1.3, mIAP act 0.984, PfGluPho inh 17.8, mIAP block 1.6 and ATG4B inh 9.5.
`CCN(CC)S(=O)(=O)c1cccc(C(=O)N/N=C(\C)c2ccc(O)cc2O)c1` gave HKDC1 inhibitor -42.7, hIAP inh -33.3, hIAP activ 1.33, APOBEC3A inh -17.9, mIAP act 1.02, PfGluPho inh -34.5, mIAP block -1.9 and ATG4B inh -10.1.
For COc1cc2c(cc1OC)C(C)N(C(=O)c1cccc([N+](=O)[O-])c1)CC2 (stereo not given) the results were HKDC1 inhibitor -11.5, hIAP inh 0.1, hIAP activ 0.999, APOBEC3A inh 2.6, mIAP act 1.05, PfGluPho inh -9.0, mIAP block -5.5 and ATG4B inh -2.7.
Screening O=C1CC(NNc2nc3ccccc3s2)C(=O)N1c1ccc(F)cc1 (stereo not given) returned HKDC1 inhibitor -3.0, hIAP inh 4.3, hIAP activ 0.957, APOBEC3A inh -2.0, mIAP act 0.943, PfGluPho inh -2.7, mIAP block 5.7 and ATG4B inh 4.1.
CCOc1ccccc1OCCCCN1CCCC1 was read as HKDC1 inhibitor 1.0, hIAP inh -22.3, hIAP activ 1.22, APOBEC3A inh -3.9, mIAP act 1.09, PfGluPho inh -6.2, mIAP block -8.7 and ATG4B inh -5.8.
`COc1cccc(CN(C)C(=O)c2ccccc2SCC(=O)N2CCCC2)c1` gave HKDC1 inhibitor -5.0, hIAP inh 9.2, hIAP activ 0.908, APOBEC3A inh -4.1, mIAP act 0.935, PfGluPho inh 5.0, mIAP block 6.5 and ATG4B inh -5.6.
COCCN1CCN(C(=O)C2CCC(=O)N(CCc3cccc(F)c3)C2)CC1 (stereo not given) was read as HKDC1 inhibitor -3.6, hIAP inh -10.0, hIAP activ 1.1, APOBEC3A inh -1.5, mIAP act 0.958, PfGluPho inh -5.0, mIAP block 4.2 and ATG4B inh 6.6.
COc1ccc(/C=C2\N=C(C)OC2=O)cc1OC(C)=O was read as HKDC1 inhibitor -0.6, hIAP inh -6.1, hIAP activ 1.06, APOBEC3A inh 0.3, mIAP act 0.989, PfGluPho inh -0.1, mIAP block 1.1 and ATG4B inh -11.3.
Cc1nc2ccc(S(=O)(=O)NCC(=O)N3CCN(c4ccccn4)CC3)cc2s1 was read as HKDC1 inhibitor -5.7, hIAP inh 1.0, hIAP activ 0.991, APOBEC3A inh -1.0, mIAP act 0.939, PfGluPho inh -11.0, mIAP block 6.1 and ATG4B inh -10.0.
`CC(=O)c1sc2nc(CSc3nnnn3-c3ccccc3)[nH]c(=O)c2c1C` gave HKDC1 inhibitor 11.1, hIAP inh -3.8, hIAP activ 1.04, APOBEC3A inh 8.5, mIAP act 0.752, PfGluPho inh 20.7, mIAP block 24.8 and ATG4B inh 12.8.
`O=C(O)c1ccccc1C(=O)NCCCn1ccnc1` gave HKDC1 inhibitor -4.7, hIAP inh -42.3, hIAP activ 1.42, APOBEC3A inh -6.7, mIAP act 1.13, PfGluPho inh -3.0, mIAP block -12.9 and ATG4B inh -8.3.
Screening C=C(C)c1cccc(C(C)(C)NC(=O)NC(c2ccccc2)c2ccc(OC)cc2)c1 (stereo not given) returned HKDC1 inhibitor -5.2, hIAP inh -81.9, hIAP activ 1.82, APOBEC3A inh -1.5, mIAP act 12*, PfGluPho inh -9.9, mIAP block inactive and ATG4B inh 4.2.
For Cc1ccccc1N1C(=O)CN(Cc2sccc2C)C1=S the results were HKDC1 inhibitor -4.3, hIAP inh 9.2, hIAP activ 0.908, APOBEC3A inh 0.3, mIAP act 0.871, PfGluPho inh 5.8, mIAP block 12.9 and ATG4B inh 65.2*.
`CCc1noc(C)c1C(=O)NNC(=O)COc1ccc(Br)cc1` gave HKDC1 inhibitor -1.7, hIAP inh -23.4, hIAP activ 1.23, APOBEC3A inh 0.9, mIAP act 1.01, PfGluPho inh -5.9, mIAP block -1.1 and ATG4B inh -6.2.
`CC(C)C(c1nnnn1Cc1cccs1)N1CCN(C(=O)c2ccco2)CC1` (stereo not given) gave HKDC1 inhibitor -8.2, hIAP inh -1.0, hIAP activ 1.01, APOBEC3A inh -4.0, mIAP act 1.08, PfGluPho inh 4.4, mIAP block -8.2 and ATG4B inh 5.2.
`CCOC(=O)c1oc2ccccc2c1NC(=O)CCl` gave HKDC1 inhibitor 2.4, hIAP inh 21.4, hIAP activ 0.786, APOBEC3A inh -0.4, mIAP act 0.975, PfGluPho inh -11.3, mIAP block 2.5 and ATG4B inh -5.7.
For O=c1oc2c(Cl)cc(Cl)cc2cc1-c1nnc(Nc2ccccc2F)s1 the results were hIAP inh -2.9, hIAP activ 1.03, APOBEC3A inh -4.5, mIAP act 0.9 and mIAP block 10.0.
`Cc1ccc(NC(=O)CN(C)C(=O)c2cc(-c3cccs3)nn2-c2ccccc2)cc1` gave HKDC1 inhibitor -0.1, hIAP inh 5.5, hIAP activ 0.945, APOBEC3A inh -1.8, mIAP act 1.67, PfGluPho inh 1.0, mIAP block -66.7 and ATG4B inh -7.3.

3 structures out of the list, ordered by length of the SMILES, lowest first.
For Cc1ccccc1N1C(=O)CN(Cc2sccc2C)C1=S the results were HKDC1 inhibitor -4.3, hIAP inh 9.2, hIAP activ 0.908, APOBEC3A inh 0.3, mIAP act 0.871, PfGluPho inh 5.8, mIAP block 12.9 and ATG4B inh 65.2*.
For O=c1oc2c(Cl)cc(Cl)cc2cc1-c1nnc(Nc2ccccc2F)s1 the results were hIAP inh -2.9, hIAP activ 1.03, APOBEC3A inh -4.5, mIAP act 0.9 and mIAP block 10.0.
`CC(=O)c1sc2nc(CSc3nnnn3-c3ccccc3)[nH]c(=O)c2c1C` gave HKDC1 inhibitor 11.1, hIAP inh -3.8, hIAP activ 1.04, APOBEC3A inh 8.5, mIAP act 0.752, PfGluPho inh 20.7, mIAP block 24.8 and ATG4B inh 12.8.

Additional structures
O=C(CSc1nc2c(c(=O)n1-c1ccc(F)cc1)SCC2)NCC1CCCO1 (stereo not given) was read as HKDC1 inhibitor -8.9, hIAP inh -11.5, hIAP activ 1.11, APOBEC3A inh -3.5, mIAP act 1.08, PfGluPho inh -8.6, mIAP block -7.6 and ATG4B inh -2.1.
`CCN(c1ccccc1)S(=O)(=O)c1ccc2ccccc2c1` gave HKDC1 inhibitor -1.5, hIAP inh 5.8, hIAP activ 0.942, APOBEC3A inh -6.1, mIAP act 0.941, PfGluPho inh -9.9, mIAP block 5.9 and ATG4B inh 11.2.
`COC(=O)C1CCN(C(=O)C(C)Oc2ccc(Cl)cc2Cl)CC1` (stereo not given) gave HKDC1 inhibitor 3.5, hIAP inh -8.6, hIAP activ 1.09, APOBEC3A inh 4.6, mIAP act 1.03, PfGluPho inh -3.0, mIAP block -3.4 and ATG4B inh -9.9.
For O=C(CCCSc1nc2ccccc2[nH]1)NCc1ccco1 the results were HKDC1 inhibitor 1.2, hIAP inh 18.1, hIAP activ 0.819, APOBEC3A inh -3.9, mIAP act 1.01, PfGluPho inh -3.0, mIAP block -1.2 and ATG4B inh -5.2.
For CCCCN1C(=O)C(O)(CC(=O)c2ccco2)c2cc(Br)ccc21 (stereo not given) the results were HKDC1 inhibitor -4.5, hIAP inh 5.8, hIAP activ 0.942, APOBEC3A inh -0.9, mIAP act 0.969, PfGluPho inh -2.0, mIAP block 3.1 and ATG4B inh -2.6.
C/C(=N\NC(=O)CNC(=O)C1COc2ccccc2O1)c1ccco1 (stereo not given) was read as HKDC1 inhibitor -3.6, hIAP inh -7.9, hIAP activ 1.08, APOBEC3A inh -3.7, mIAP act 0.967, PfGluPho inh -3.4, mIAP block 3.3 and ATG4B inh -4.0.
`NNC(=O)COc1ccccc1F` gave HKDC1 inhibitor -7.7, hIAP inh 4.5, hIAP activ 0.955, APOBEC3A inh 4.3, mIAP act 0.963, PfGluPho inh 6.1, mIAP block 3.7 and ATG4B inh -0.3.
`Cc1cc(C)nc(Nc2n[nH]c(-c3ccccc3Br)n2)n1` gave HKDC1 inhibitor 0.7, hIAP inh -87.7, hIAP activ 1.88, APOBEC3A inh -1.8, mIAP act 0.998, PfGluPho inh 9.4, mIAP block 0.2 and ATG4B inh -9.5.
`CCOc1ncccc1C(=O)OCC(=O)N1CC(=O)Nc2ccccc21` gave HKDC1 inhibitor 2.5, hIAP inh 8.6, hIAP activ 0.914, APOBEC3A inh 0.2, mIAP act 1, PfGluPho inh 7.0, mIAP block -0.5 and ATG4B inh -7.2.
For CCC(CC)C(=O)NCCc1cc2cc(C)c(C)cc2[nH]c1=O the results were HKDC1 inhibitor -4.7, hIAP inh 3.7, hIAP activ 0.963, APOBEC3A inh 0.8, mIAP act 1, PfGluPho inh 23.8, mIAP block -0.1 and ATG4B inh 10.0.
`Cc1ccc(NC(=O)c2cccc(C(F)(F)F)c2)cc1NC(=O)c1[nH]cnc1C(N)=O` gave HKDC1 inhibitor 2.9, hIAP inh -77.5, hIAP activ 1.77, APOBEC3A inh -4.0, mIAP act 0.908, PfGluPho inh -1.8, mIAP block 9.2 and ATG4B inh -13.3.
`C/C(=N\Nc1nccnc1Cl)c1ccc(F)cc1` gave HKDC1 inhibitor -8.8, hIAP inh 1.7, hIAP activ 0.983, APOBEC3A inh -2.0, mIAP act 1.05, PfGluPho inh 1.8, mIAP block -5.4 and ATG4B inh 3.5.
`COc1ccc(NC(=O)CSc2nc3ccccc3c(=O)n2CCCC(=O)NCC2CCCO2)c(OC)c1` (stereo not given) gave HKDC1 inhibitor -3.5, hIAP inh 3.0, hIAP activ 0.97, APOBEC3A inh -1.1, mIAP act 1.03, PfGluPho inh -7.4, mIAP block -2.6 and ATG4B inh 4.5.
For COc1ccc(-c2cc(=O)oc3c(C)c(OC(=O)c4cccs4)ccc23)cc1 the results were HKDC1 inhibitor -1.6, hIAP inh 10.4, hIAP activ 0.896, APOBEC3A inh -0.7, mIAP act 0.826, PfGluPho inh -21.6, mIAP block 17.4 and ATG4B inh 3.4.
COC(=O)C1CSC(C)(C)C(=O)N1 (stereo not given) was read as HKDC1 inhibitor 4.4, hIAP inh -8.1, hIAP activ 1.08, APOBEC3A inh -2.6, mIAP act 1.05, PfGluPho inh -16.6, mIAP block -4.9 and ATG4B inh 6.5.
`CC(C)NC(NC(=O)/C=C/c1ccccc1)C(Cl)(Cl)Cl` (stereo not given) gave HKDC1 inhibitor -6.6, hIAP inh 9.6, hIAP activ 0.904, APOBEC3A inh 1.8, mIAP act 0.963, PfGluPho inh -1.1, mIAP block 3.7 and ATG4B inh 6.4.
Screening COC(=O)[C@H](Cc1ccccc1)NC(=O)NCCc1ccccc1F returned HKDC1 inhibitor -0.2, hIAP inh -6.9, hIAP activ 1.07, APOBEC3A inh -0.2, mIAP act 0.998, PfGluPho inh -5.3, mIAP block 0.2 and ATG4B inh 2.5.

Screening results (PubChem BioAssay)
